MEKK2 mut-MEK5 – signal of MEK5 binding to mutant human MEKK2 PB1 domain | bead flow cytometry, Alexa488-MEK5 binding to MEKK2 mutant | percent response, % at 10 µM | 0.35% of 290,000 active | AID 1530; in the data active = percent response above about 24%, passing the limit was not always enough; note: inactives centre near 1; some results filed as inactive read as strong as hits; reference of the scale not given here
V1R ag counter – counter-screen for oxytocin receptor agonists: human V1a receptor agonists; P37288; CHO-V1R cells, Fluo-8 calcium fluorescence, agonist mode; 0% DMSO, 100% 3 nM vasopressin; activation, % at 3 µM; 0.25% of 320,000 active; AID 2797;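 active = activation above the mean activation of all tested compounds plus 3 SD, per screening run, cut at about 20% in these data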;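 note: signal is peak over basal fluorescence ratio across a 100 second FLIPR read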
Target sequence (P37288 whole entry, looked up): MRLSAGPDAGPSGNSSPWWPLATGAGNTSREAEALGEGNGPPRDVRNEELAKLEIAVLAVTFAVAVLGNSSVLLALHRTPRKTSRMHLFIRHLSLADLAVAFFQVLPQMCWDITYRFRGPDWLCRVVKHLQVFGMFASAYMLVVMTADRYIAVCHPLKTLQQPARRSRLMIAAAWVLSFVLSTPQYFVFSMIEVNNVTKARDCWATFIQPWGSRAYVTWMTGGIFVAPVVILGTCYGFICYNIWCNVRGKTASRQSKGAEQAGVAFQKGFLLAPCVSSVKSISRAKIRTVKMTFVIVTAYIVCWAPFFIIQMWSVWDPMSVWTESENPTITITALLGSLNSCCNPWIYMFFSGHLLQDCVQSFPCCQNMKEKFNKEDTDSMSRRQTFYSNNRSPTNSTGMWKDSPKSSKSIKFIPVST
PHOSPHO1 block – inhibitors of human PHOSPHO1 phosphatase. Q8TCT1. recombinant PHOSPHO1, absorbance phosphatase assay. inhibition, % at 13.3 µM. 1.1% of 290,000 active. AID 1565; in the data active = inhibition above about 60%
NALP1 yeast inh – NALP1 inhibition | S. cerevisiae NALP1/ASC/caspase-1 growth, X-gal OD620, 72 h | inhibition, % at 10 µM | 0.61% of 280,000 active | AID 2071; in the data active = inhibition mostly above about 24%, no sharp cut-off; inactive = mostly below about 32%; note: some compounds called inactive have numbers as strong as hits
GalR3 antagonist – blocks the human galanin receptor 3 | 0.44% of 360,000 active | inhibition, % at 3 µM | HEK293 GalR3-CNG cAMP membrane potential fluorescence; galR3 body fused to GalR1 C-terminus;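 active = inhibition above the screen-wide average plus 3 SD, cut at about 13% in these data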;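 note: forskolin and galanin both at EC90 stimulate the cells; cAMP rise reported by CNG channel membrane potential dye signal; 0% = forskolin plus galanin with DMSO and 100% = forskolin alone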
GPR7 antagonist – blocks human GPR7 receptor signaling; P48145; GPR7-expressing cells, fluorescence antagonist assay; inhibition, % at 4.4 µM; 1.1% of 290,000 active; AID 1861; in the data active = inhibition above about 16%, passing the limit was not always enough;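 note: cells stimulated with the agonist NPW; 0% = agonist with vehicle and 100% = vehicle without agonist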
MEKK2 WT-MEK5 – raises or lowers MEK5 binding to wildtype human MEKK2 PB1 domain | Q9Y2U5 | bead flow cytometry, Alexa488-MEK5 binding to MEKK2 WT; actives lie on both sides | binding response (% of control), % at 10 µM | 1.1% of 290,000 active; in the data active = binding response below about 67% or above about 130%
OXTR ag – human OXTR agonism; CHO-OTR cells, Fluo-8 calcium fluorescence; normalized: DMSO 0%, oxytocin 100%; activation, % at 3 µM; P30559; 0.32% of 320,000 active;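 active = activation above the mean of all tested compounds plus 3 SD, cutoff set per screening run, cut at about 20% in these data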;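 note: peak over basal fluorescence ratio from a 100 s FLIPR kinetic read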
MEKK3 PB1 HTS – raises or lowers MEK5 binding to the human MEKK3 PB1 domain; 1.4% of 290,000 active; AID 1529; Q99759; binding response (% of control), % at 10 µM; bead-based flow cytometry, Alexa488-MEK5 binding to MEKK3; actives lie on both sides; 0 = blocked by unlabeled MEK5, 100 = vehicle;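 active = binding response more than 3 SD above or below the average of its plate-row segment, actives on both sides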;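 note: Alexa488 bead fluorescence after subtracting the streptavidin-only scavenger bead signal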
Target sequence (Q99759 whole entry, looked up, the tested form may be a part): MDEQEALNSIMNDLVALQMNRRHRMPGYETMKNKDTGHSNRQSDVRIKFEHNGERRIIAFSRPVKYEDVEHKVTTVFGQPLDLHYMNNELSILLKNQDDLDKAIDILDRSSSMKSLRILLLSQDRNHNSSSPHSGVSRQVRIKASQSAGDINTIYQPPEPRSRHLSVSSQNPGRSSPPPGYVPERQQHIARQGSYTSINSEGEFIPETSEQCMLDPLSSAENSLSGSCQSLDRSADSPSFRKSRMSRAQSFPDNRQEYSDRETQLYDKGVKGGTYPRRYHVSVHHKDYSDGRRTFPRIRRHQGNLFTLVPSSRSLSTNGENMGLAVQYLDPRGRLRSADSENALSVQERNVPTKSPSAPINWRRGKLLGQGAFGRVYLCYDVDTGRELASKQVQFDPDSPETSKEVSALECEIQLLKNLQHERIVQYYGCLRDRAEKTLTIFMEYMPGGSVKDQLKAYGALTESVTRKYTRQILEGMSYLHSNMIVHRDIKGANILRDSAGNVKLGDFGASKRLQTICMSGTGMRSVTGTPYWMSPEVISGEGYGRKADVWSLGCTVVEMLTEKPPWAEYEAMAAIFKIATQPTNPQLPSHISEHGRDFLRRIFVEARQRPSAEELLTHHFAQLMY
* hit, by the source's call; . = no result given.

SMILES	MEKK2 mut-MEK5	V1R ag counter	PHOSPHO1 block	NALP1 yeast inh	GalR3 antagonist	GPR7 antagonist	MEKK2 WT-MEK5	OXTR ag	MEKK3 PB1 HTS
CCOc1ccc(C(=O)Nc2ccccc2NC(C)=O)cc1OCC	7	1.3	13	-5	-3	-8	108	-0.1	107
CCCc1nnc(NC(=O)c2cccnc2)s1	2	-1.0	28	8	-3	-4	100	-0.5	103
Cc1ccccc1N(CC(=O)NCCSCc1ccccc1)S(C)(=O)=O	2	-0.8	9	1	0	10	103	-0.8	103
O=C(/C=C/c1ccc(F)cc1)N1CC[C@@]2(O)CCCC[C@H]2C1	-1	1.9	0	.	-2	-2	102	-0.5	96
C/C(=N\N1C(C)CCCC1C)c1ccccc1O (configuration not stated)	8	-0.4	-15	6	-7	-11	110	1.2	107
CCOc1ccc(CN2C(=O)c3ccccc3C2=O)cc1C(=O)N1CCC(C(N)=O)CC1	-1	0.8	28	25	3	-4	101	0.2	98
Cc1ccc(C(=O)COc2ccc3ccc(=O)oc3c2)cc1	-4	-0.6	32	.	1	-16	91	-1.9	95
O=C(Cc1cccs1)Nc1nc(-c2ccc(F)c(F)c2)cs1	-5	4.6	-1	-10	-6	-6	95	1.8	98
COc1ccc(O)c(C(=O)CC(=O)c2ccccc2)c1	5	-1.1	4	-9	.	13	101	-2.9	101
COc1ccc2c(c1)NC(c1ccc(N(C)C)cc1)c1cccn1-2 (configuration not stated)	-4	-0.8	19	-2	-1	-14	92	-2.2	91
CN(CCO)c1nc2c(c(=O)n(Cc3ccc(Cl)cc3)c(=O)n2C)n1C	0	1.8	9	6	-7	-10	102	-0.7	98
COc1ncccc1-c1nnn(-c2ccc(Cl)nc2)n1	2	0.6	43	-11	-4	-4	101	-0.3	99
COc1ccc(C(=O)NCc2nnc(SCC(=O)Nc3nc4ccccc4s3)o2)cc1	-2	1.0	10	17	-2	-9	92	-0.9	94
O=C(NCC(=O)N(c1ccccc1F)C(C(=O)NCC1CCCO1)c1ccccc1)c1ccco1 (configuration not stated)	-1	1.8	25	6	-2	-11	105	-2.0	108
CN(C)c1ccc(NC(=O)c2cccc(C(=O)Nc3ccc(N(C)C)cc3)n2)cc1	5	-0.8	8	26	-9	-13	102	-2.0	91
O=C(CSc1ccccc1)N1CCN(c2ccccn2)CC1	-2	0.0	42	16	-6	-9	97	-0.4	102
S=C1SCN(Cc2ccco2)CN1Cc1ccco1	-2	0.9	-18	15	0	-9	99	0.0	102
O=C(N/N=C/c1ccccc1)C(O)c1ccccc1 (configuration not stated)	4	0.8	41	1	-6	-5	103	0.2	102
Cc1ccc2c(C)nc(Nc3nc(CSc4nc5ccccc5[nH]4)cc(=O)[nH]3)nc2c1	0	-0.2	18	-4	-2	-8	100	-1.3	100
COc1ccc(N/C(C)=C/C(=S)Nc2ccccc2)cc1	1	0.3	-6	9	-3	4	99	0.8	94

Among those listed so far, these contain a Cl atom.
SMILES	MEKK2 mut-MEK5	V1R ag counter	PHOSPHO1 block	NALP1 yeast inh	GalR3 antagonist	GPR7 antagonist	MEKK2 WT-MEK5	OXTR ag	MEKK3 PB1 HTS
CN(CCO)c1nc2c(c(=O)n(Cc3ccc(Cl)cc3)c(=O)n2C)n1C	0	1.8	9	6	-7	-10	102	-0.7	98
COc1ncccc1-c1nnn(-c2ccc(Cl)nc2)n1	2	0.6	43	-11	-4	-4	101	-0.3	99

(list continues)
SMILES	MEKK2 mut-MEK5	V1R ag counter	PHOSPHO1 block	NALP1 yeast inh	GalR3 antagonist	GPR7 antagonist	MEKK2 WT-MEK5	OXTR ag	MEKK3 PB1 HTS
COc1ccc(OC)c(C(=O)COC(=O)c2ccccc2O)c1	-2	0.0	2	10	-7	-14	95	-0.8	105
Cn1cc(Cl)c(C(=O)NC(=S)Nc2sc3c(c2C#N)CCCCC3)n1	-2	0.4	-7	-29	-4	-6	98	0.1	102
COc1cccc(NC(=O)COC(=O)c2c(F)cccc2F)c1	0	-0.8	1	25	4	3	103	-0.9	100
CCC1OC23CCCCC2C(C#N)(C(=N)O3)C1(C#N)C#N (configuration not stated)	2	1.0	38	18	2	6	98	1.5	99
CCOc1ccc(Br)cc1S(=O)(=O)N1CCCN(C)CC1	3	0.3	28	15	-6	-2	101	0.3	96
O=S(=O)(c1ccc(F)cc1)N1CCN(CCc2ccccc2)CC1	1	1.0	39	14	-4	15	104	-1.6	102
O=C(CNc1ccc(F)cc1)N/N=C/c1c(O)ccc2ccccc12	4	4.1	31	-10	-9	-7	99	1.2	101
CC(C)CCNC(=O)NC(=O)Cn1cc(C(F)(F)F)ccc1=O	1	.	-4	15	.	-11	105	.	107
CC(C)n1cc(C(N)=S)c(=O)n(Cc2ccccc2)c1=O	-1	0.3	28	8	-7	-1	104	-0.9	101
CCCCCCCCc1nnc(N)s1	-3	-1.1	24	5	0	-7	94	-1.8	102
N/C(=N\OC(=O)CCCOc1ccccc1)c1ccccn1	-1	1.6	39	-2	-3	-9	97	0.0	100
Cn1ncc(C#N)c1NC(=O)C1CC(c2ccc(Cl)c(Cl)c2)=NO1 (configuration not stated)	-3	11	-8	-2	-8	-2	93	14	96
Cc1cccc(N2CC(C(=O)Nc3ccc4c(c3)OCO4)CC2=O)c1C (configuration not stated)	-5	-0.2	-3	-17	-4	0	94	-0.1	99
Cc1c(C)c2c(OCC(=O)NCc3ccncc3)cc3c(c2oc1=O)CCC(C)(C)O3	-2	0.8	29	19	-3	-6	100	0.4	96
O=C(COC(=O)COc1ccc(Br)cc1)Nc1cccnc1Cl	-4	4.5	6	12	-2	-3	96	4.9	96
COc1ccc(Nc2oc(-c3ccccc3Cl)nc2C#N)cc1	1	0.7	-6	31	-2	2	105	-1.0	103
COc1cccc(C(=O)OCCN(C)C(C)(C)C)c1	.	-0.4	-12	-10	.	-8	.	2.4	.
O=C(NCc1ccccn1)c1coc(=O)c(Br)c1	6	1.7	10	32	2	-12	102	0.2	102
NS(=O)(=O)c1ccc(CCNC(=S)Nc2ccc(S(N)(=O)=O)cc2)cc1	0	0.4	78*	-2	-2	0	103	0.6	105
Cc1cccc(C)c1OCc1cc(C(=O)NCC2CC2)no1	2	1.1	37	20	-3	-12	101	-1.2	101
CCOC(=O)c1ccc(NC(=O)c2cccc3c2C(=O)N(CC2CCCO2)C3)cc1 (configuration not stated)	-1	-0.9	18	19	.	11	104	-1.5	103
COc1ccc2c(CC(=O)OCC(=O)c3ccc(F)cc3)coc2c1	2	0.2	-11	-1	-2	-14	106	0.1	109
CCOC(=O)C[C@H]1c2cc(F)ccc2S(=O)(=O)N1C(C)C	-3	-0.3	.	.	3	.	99	-0.2	101
NC(=O)c1ccc(-n2nnnc2SCC(=O)c2ccc(O)c(O)c2)cc1	1	0.9	-71	-11	-2	-7	121	-0.4	127
CCOC(=O)C1=C(N)OC2=C(C(=O)CCC2)C1c1cccs1 (configuration not stated)	1	-0.7	11	-13	-5	-5	98	-2.2	98
NC(=O)C1CCN(CC(=O)Nc2nc(-c3ccccc3)cs2)CC1	8	0.3	8	17	-6	-13	109	-0.5	106
CCc1[nH]nc(C(=O)NC2CCCc3c2cnn3-c2cc(C)cc(C)c2)c1C (configuration not stated)	3	4.3	28	3	3	-5	100	0.6	98
O=C(CCS(=O)(=O)c1ccc(F)cc1)N1CCOCC1	0	-0.4	42	-4	-11	-9	100	0.4	100
CSc1ccccc1OCc1cc(C(=O)N2CCNC(=O)C2)no1	9	0.9	2	3	-2	-5	106	0.3	102
COc1ccc2oc(=N)c(C(=O)Nc3ccc(C)cc3)cc2c1	6	.	-3	21	-9	-14	102	.	102
O=C(CSc1nnnn1-c1ccccc1)NC(=O)Nc1ccc2c(c1)OCCO2	-29	2.1	1	-20	-5	-12	92	3.4	92
c1ccc(N2CCN(c3nc4ccccc4n4nnnc34)CC2)cc1	4	0.5	14	39	-2	-3	99	-0.7	101
COC(=O)CCc1sc(NC2CCCCC2)nc1-c1ccc(OC)cc1	-4	0.6	7	15	-2	-6	102	-2.1	92
Cc1ccc(S(=O)(=O)n2nc(OC(=O)c3c(-c4ccccc4Cl)noc3C)cc2N)cc1	2	0.7	2	-7	-1	-12	99	8.0	103
CCN(C(=O)COC(=O)/C=C/c1ccc(O)c(OC)c1)C1CCS(=O)(=O)C1 (configuration not stated)	-1	0.0	15	4	-2	-6	103	0.4	102
O=C(Nc1ccc(C(=O)O)cc1)/C(=C\c1ccc(F)cc1)NC(=O)c1ccco1	2	1.8	28	-6	-8	-18	97	0.7	99
CCN(CC)CCOC(=O)C12CC3CC(CC(C3)C1)C2	3	1.1	-4	14	-1	-1	102	2.8	100
Cc1cccc(OCCn2c(=O)n(C)c3ccccc32)c1	9	-0.8	27	-8	-1	4	108	-1.3	109
COC(=O)c1ccccc1NC(=O)CSc1nnc(-c2ccoc2C)n1C	-2	1.3	35	-30	-2	2	97	2.0	97
CCc1cc(C(=O)N2CCCC(N3CCN(c4cccc(C(F)(F)F)c4)CC3)C2)n(C)n1 (configuration not stated)	-1	4.4	24	10	-1	-10	96	1.3	95
CS(=O)(=O)N(CC(=O)NCc1ccc2c(c1)OCO2)c1ccccc1	1	-1.0	2	26	-4	-3	104	1.3	103
Cc1cc(=O)oc2c3c(cc(OCC(=O)NCc4ccncc4)c12)OC(C)(C)CC3	2	-0.3	29	21	-5	9	104	-0.6	98

15 entries already listed, arranged by SMILES length, descending.
SMILES	MEKK2 mut-MEK5	V1R ag counter	PHOSPHO1 block	NALP1 yeast inh	GalR3 antagonist	GPR7 antagonist	MEKK2 WT-MEK5	OXTR ag	MEKK3 PB1 HTS
Cc1ccc(S(=O)(=O)n2nc(OC(=O)c3c(-c4ccccc4Cl)noc3C)cc2N)cc1	2	0.7	2	-7	-1	-12	99	8.0	103
O=C(Nc1ccc(C(=O)O)cc1)/C(=C\c1ccc(F)cc1)NC(=O)c1ccco1	2	1.8	28	-6	-8	-18	97	0.7	99
CCN(C(=O)COC(=O)/C=C/c1ccc(O)c(OC)c1)C1CCS(=O)(=O)C1 (configuration not stated)	-1	0.0	15	4	-2	-6	103	0.4	102
CCOC(=O)c1ccc(NC(=O)c2cccc3c2C(=O)N(CC2CCCO2)C3)cc1 (configuration not stated)	-1	-0.9	18	19	.	11	104	-1.5	103
CCc1[nH]nc(C(=O)NC2CCCc3c2cnn3-c2cc(C)cc(C)c2)c1C (configuration not stated)	3	4.3	28	3	3	-5	100	0.6	98
O=C(CSc1nnnn1-c1ccccc1)NC(=O)Nc1ccc2c(c1)OCCO2	-29	2.1	1	-20	-5	-12	92	3.4	92
NC(=O)c1ccc(-n2nnnc2SCC(=O)c2ccc(O)c(O)c2)cc1	1	0.9	-71	-11	-2	-7	121	-0.4	127
CS(=O)(=O)N(CC(=O)NCc1ccc2c(c1)OCO2)c1ccccc1	1	-1.0	2	26	-4	-3	104	1.3	103
CCOC(=O)C[C@H]1c2cc(F)ccc2S(=O)(=O)N1C(C)C	-3	-0.3	.	.	3	.	99	-0.2	101
COc1ccc2c(CC(=O)OCC(=O)c3ccc(F)cc3)coc2c1	2	0.2	-11	-1	-2	-14	106	0.1	109
CCOC(=O)C1=C(N)OC2=C(C(=O)CCC2)C1c1cccs1 (configuration not stated)	1	-0.7	11	-13	-5	-5	98	-2.2	98
c1ccc(N2CCN(c3nc4ccccc4n4nnnc34)CC2)cc1	4	0.5	14	39	-2	-3	99	-0.7	101
CSc1ccccc1OCc1cc(C(=O)N2CCNC(=O)C2)no1	9	0.9	2	3	-2	-5	106	0.3	102
CCN(CC)CCOC(=O)C12CC3CC(CC(C3)C1)C2	3	1.1	-4	14	-1	-1	102	2.8	100
Cc1cccc(OCCn2c(=O)n(C)c3ccccc32)c1	9	-0.8	27	-8	-1	4	108	-1.3	109

Not a hit list. Share with any hit: about 5.4%.
